Screening results as filed in PubChem BioAssay.
NCI-60 one-dose screen, 48 h, at 10 µM unless noted. Numbers give growth in % (100 = growth as untreated, 0 = no growth, -100 = all killed).
NCI-H322M: NCI-H322M lung cancer; 80,000 tested, 2.7% active
NCI-H460: NCI-H460 lung cancer | 82,000 tested, 6.8% active
NCI-H23: NCI-H23 lung cancer; 80,000 tested, 4% active
HCT-116: HCT-116 colon cancer. AID 1794798. 82,000 tested, 7.3% active
HCT-15: HCT-15 colon cancer; 82,000 tested, 5.2% active
NCI/ADR-RES: NCI/ADR-RES ovarian cells | 81,000 tested, 4.4% active | AID 1794790
COLO 205: COLO 205 colon cancer; 79,000 tested, 7.3% active
NCI-H522: NCI-H522 lung cancer; 78,000 tested, 8% active; AID 1794739
NCI-H226: NCI-H226 lung cancer. 79,000 tested, 3.5% active. AID 1794732
Starred values were filed as active, the others as inactive; . = not tested or not shown; [ ] = another dose, or the depositor's remark. The calls were made as follows: active = growth percent below 10; inactive = the rest.

SMILES | NCI-H322M | NCI-H460 | NCI-H23 | HCT-116 | HCT-15 | NCI/ADR-RES | COLO 205 | NCI-H522 | NCI-H226
C#CCOc1ccc2ncnc(NCc3cccc(NC(=O)C=C)c3)c2c1 | 105[8.25 µM] | 103[8.25 µM] | 97[8.25 µM] | 91[8.25 µM] | 113[8.25 µM] | 100[8.25 µM] | 112[8.25 µM] | 89[8.25 µM] | 79[8.25 µM]
CCNCC(=O)Nc1ccc(C(=O)OCC)cc1 | . | 100 | 100 | 96 | 104 | 103 | 108 | 89 | 109
Fc1ccc(NCc2cn(-c3ccccc3)nc2-c2ccc(OCc3ccccc3)cc2)cc1Cl | 105 | 110 | 82 | 77 | 92 | 95 | 100 | 58 | 102
CC(=O)Nc1nc2ccc(NS(=O)(=O)c3cccc4c(N(C)C)cccc34)cc2s1 | 103 | 100 | 98 | 103 | 97 | 97 | 107 | 91 | 99
COc1ccc(NC(=O)CN2CCN(c3nc(-c4ccc(C)cc4)nc4ccccc34)CC2)cc1 | 94 | 90 | 96 | 83 | 72 | 83 | 90 | 85 | 88
O=C(CSc1nc(-c2ccc(F)cc2)nc2c1Cc1ccccc1O2)Nc1ccc(C(=O)O)cc1 | 102 | 103 | 87 | 104 | 101 | 97 | 97 | 109 | 85
C=C1CC[C@@H]2[C@](C)(CO)[C@H](O)CC[C@@]2(C)[C@@H]1C/C(O)=C1\CCOC1=O | 103 | 103 | 104 | 95 | 91 | 98 | 130 | 83 | 108
Nc1nc2c([nH]1)c1[nH]c3ccccc3c1c1[nH]c3ccccc3c21 | 26 | 8.1* | 63 | -48* | 51 | 86 | -81* | 26 | 78
O=C(CCN1C(=O)/C(=C/c2ccccc2)SC1=S)N1CCOCC1 | 87 | 99 | . | 90 | 54 | 99 | 119 | 58 | 104
CCOC(=O)Nc1ccccc1NC(=O)c1ccc(NC(=O)c2ccc3c(c2)ncn3-c2ccccc2)cc1 | 99 | 79 | 66 | 96 | 67 | 98 | 112 | 93 | 101
NNc1ccnc2c(N)cccc12 | 98 | 106 | 99 | 85 | 104 | 96 | 85 | 77 | 89
Cc1ccc2sc3ncc(-c4ccc(Br)cc4)n3c2c1 | 103 | 104 | 93 | 96 | 98 | 100 | 109 | 87 | 87
O=C(Nc1cccc([N+](=O)[O-])c1)NN1CCCCCC1 | 111 | 91 | 105 | 94 | 90 | 91 | 104 | 90 | 96
CSc1ncnc(N)c1N | 115 | 111 | 100 | 107 | 104 | 107 | 121 | 80 | 96
O=C1/C(=C\c2cccc(Br)c2)Sc2ccc(Cl)cc21 | 98 | 108 | 92 | 100 | 111 | 102 | 106 | 94 | 90
CN1C(=O)/C(=C\c2ccccc2)c2ccccc21 | 89 | 92 | 85 | 79 | 82 | 93 | 110 | 90 | .
COc1ccc(-c2cc3c(ncn4nc(-c5ccccc5)nc34)o2)cc1 | 97 | 101 | 94 | 109 | 104 | 105 | 114 | 102 | 84
CCC(CC)(NC(=O)c1ccccc1)C(=O)O | 96 | 110 | 97 | 94 | 95 | 99 | 102 | 86 | 89
Oc1cccc(NC(c2ccc(OC(F)F)c(OCC3CC3)c2)c2nnnn2C2CCCCC2)c1 (stereo unspecified) | 99 | 104 | 113 | 96 | 95 | 98 | 123 | 93 | 104
CCCCCCCCCCCCCCCCCCCCCCOC(=O)CCC(=O)OCCCCCCCCCCCCCCCCCCCCCC | 91 | 105 | 105 | 99 | 108 | 104 | 103 | . | 96
CSc1ncc(Br)c(Nc2ccc(Cl)c(Cl)c2)n1 | 89 | 94 | 90 | 80 | 99 | 86 | 107 | 86 | 93
NNC(=O)Cc1cccc2ccccc12 | 108 | 116 | 99 | 105 | 105 | 102 | 108 | 93 | 101
C=CCOC1OC(CO[Si](C)(C)C(C)(C)C)C(OCc2ccccc2)C(OCc2ccccc2)C1OCc1ccccc1 (stereo unspecified) | 94 | 99 | 90 | 88 | 112 | 98 | 110 | 87 | 86
Cn1c(=O)c2c(nc(C3CCCCC3)n2C)n(C)c1=O | 102 | 113 | 103 | 106 | 112 | 102 | 107 | 93 | 106
O=c1cc(Cc2cn3ccccc3nc2=O)c2cc(Cl)ccc2o1 | 98 | 108 | 98 | 95 | 97 | 96 | 105 | 86 | 97

Some of the entries so far, as labelled records.
> Cc1ccc2sc3ncc(-c4ccc(Br)cc4)n3c2c1
- NCI-H322M: 103
- NCI-H460: 104
- NCI-H23: 93
- HCT-116: 96
- HCT-15: 98
- NCI/ADR-RES: 100
- COLO 205: 109
- NCI-H522: 87
- NCI-H226: 87
> O=C(Nc1cccc([N+](=O)[O-])c1)NN1CCCCCC1
- NCI-H322M: 111
- NCI-H460: 91
- NCI-H23: 105
- HCT-116: 94
- HCT-15: 90
- NCI/ADR-RES: 91
- COLO 205: 104
- NCI-H522: 90
- NCI-H226: 96
> CSc1ncnc(N)c1N
- NCI-H322M: 115
- NCI-H460: 111
- NCI-H23: 100
- HCT-116: 107
- HCT-15: 104
- NCI/ADR-RES: 107
- COLO 205: 121
- NCI-H522: 80
- NCI-H226: 96
> O=C1/C(=C\c2cccc(Br)c2)Sc2ccc(Cl)cc21
- NCI-H322M: 98
- NCI-H460: 108
- NCI-H23: 92
- HCT-116: 100
- HCT-15: 111
- NCI/ADR-RES: 102
- COLO 205: 106
- NCI-H522: 94
- NCI-H226: 90

Further records
SMILES | NCI-H322M | NCI-H460 | NCI-H23 | HCT-116 | HCT-15 | NCI/ADR-RES | COLO 205 | NCI-H522 | NCI-H226
COC(=O)c1ccccc1NCCO | 116 | 106 | 102 | 117 | 109 | 96 | 125 | 99 | 112
COc1ccc(CNc2ncnc3c2cnn3C)cc1 | 101 | 99 | 90 | 98 | 101 | 95 | 117 | 95 | 81
N#CCSc1ncnc2nc[nH]c12 | 105 | 93 | 110 | 104 | 84 | 110 | 100 | 47 | 98
O=C1CCCC2=C1C(c1ccc3c(c1)OCCO3)n1ncnc1N2 (stereo unspecified) | 101 | 110 | 107 | 118 | 106 | 109 | 110 | 94 | .
CCOC(=O)c1cn2c3c(cc(F)cc3c1=O)C(CC)c1ccccc1C2 (stereo unspecified) | 87 | 101 | 103 | 102 | 58 | 91 | 105 | 79 | .
c1ccc(Oc2ccccn2)cc1 | 114 | 101 | 96 | 102 | 107 | 110 | 108 | 108 | 112
CCn1cc(C(=O)O)c(=O)c2cc(F)c(N3CCN(S(=O)(=O)c4c(C)cc(C)cc4C)CC3)cc21 | 84 | 83 | 78 | 79 | 72 | 85 | 93 | 87 | 87
O=c1ccncn1C1OC(CO)C(O)C1O (stereo unspecified) | 102 | 107 | 101 | 106 | 103 | 103 | 119 | 91 | 91
Cc1cccc(C)c1N1CCN(CC(O)COc2ccc3c(C)cc(=O)oc3c2)CC1 (stereo unspecified) | 107 | 99 | 92 | 77 | 86 | 96 | 91 | 90 | 98
COc1cc(C(=O)/C=C/c2c(C(F)(F)F)nc3sccn23)cc(OC)c1OC | 14 | -72* | 1.8* | -85* | -62* | -3.0* | -77* | -63* | 29
O=C(O)CSc1ccc2c3c(cccc13)C(=O)c1ccccc1-2 | 101 | 74 | 89 | 88 | 90 | 102 | 99 | 90 | 100
O=S(=O)(Nc1ccc(Cl)nn1)c1ccc(Nc2nc3ccccc3s2)cc1 | 97 | 103 | 102 | 101 | 107 | 107 | 113 | 89 | 91
Cc1nc2[nH][nH]c(=O)c2nc1C | 93 | 101 | 94 | 104 | 98 | 104 | 123 | 110 | 84
O=C(CC(c1ccc(Br)cc1)c1cccc2ccccc12)c1ccccc1 (stereo unspecified) | 93 | 93 | 80 | 60 | 90 | 94 | 101 | 74 | 89
NC(=O)c1sc2nc(-c3cnccn3)cc(-c3cccs3)c2c1N | 104 | 108 | 110 | 92 | 99 | 103 | 116 | 98 | 113
CCc1c(C(=O)NCc2cccc3ccccc23)[nH]c(C)c1C(C)=O | 65 | 17 | 67 | 23 | 23 | 53 | 40 | 59 | 54
COc1ccc(-c2nc3sccn3c2/C=C/C(=O)c2cc(OC)c(OC)c(OC)c2)cc1OC | 58 | 6.9* | . | 7.4* | 22 | -9.5* | 30 | 15 | 65
CCN(CC)CCC(O)c1cnc(-c2ccccc2)nc1C (stereo unspecified) | 92 | 104 | 88 | 92 | 102 | 91 | 97 | 78 | 74
ClCC(Cl)C1CCC(Cl)C(Cl)C1 (stereo unspecified) | 107 | 107 | 105 | 96 | 99 | 104 | 109 | 102 | 119
COc1ccc(C(=N\Nc2ccccc2)/C(=N/Nc2ccccc2)c2ccc(OC)cc2)cc1 | 107 | 97 | 88 | 82 | 92 | 93 | 102 | 69 | 97
C[C@H]1C[C@@H](n2cnc3c(N)nccc32)[C@H](O)[C@@H]1O | 110 | 81 | 128 | 87 | 88 | 128 | 109 | 151 | 105
CCC1S/C(=N\S(=O)(=O)c2ccc(N)cc2)NC1=O (stereo unspecified) | . | 104 | 101 | 112 | 103 | 102 | 103 | . | 97
Cc1cccc(Nc2c(O)nc[nH]c2=O)c1 | 133 | 119 | 107 | 112 | 92 | 109 | 113 | 117 | 111
COc1cc(NCCCCCNC2CCCCC2)c2ncccc2c1 | 93 | 100 | 85 | 73 | 86 | 90 | 82 | 100 | 94
N=C1/C(=C2\Nc3ccccc3S2)CC(=O)N1c1ccc(SC(F)F)cc1 | 54 | 25 | 90 | 51 | 24 | 71 | 75 | 35 | 94

Copied from the list:
O=C(O)CSc1ccc2c3c(cccc13)C(=O)c1ccccc1-2 – HCT-15: 90
c1ccc(Oc2ccccn2)cc1 – HCT-15: 107
CCN(CC)CCC(O)c1cnc(-c2ccccc2)nc1C (stereo unspecified) – COLO 205: 97
CCc1c(C(=O)NCc2cccc3ccccc23)[nH]c(C)c1C(C)=O – HCT-15: 23
COc1cc(C(=O)/C=C/c2c(C(F)(F)F)nc3sccn23)cc(OC)c1OC – HCT-15: -62*
Cc1cccc(Nc2c(O)nc[nH]c2=O)c1 – NCI-H322M: 133

The list continues:
SMILES | NCI-H322M | NCI-H460 | NCI-H23 | HCT-116 | HCT-15 | NCI/ADR-RES | COLO 205 | NCI-H522 | NCI-H226
CC(C)(C)c1ccc(O)c(N)c1 | 96 | 101 | 90 | 102 | 106 | 95 | 102 | 99 | 96
OCC1CCN(c2ccc3nnc(Cl)n3n2)CC1 | 103 | 105 | 101 | 103 | 98 | 99 | 103 | 96 | 94
O=C(O)c1ccccc1I | 90 | 115 | 104 | 102 | 105 | 100 | 111 | 119 | 114
CC(=O)n1c(-c2ccc(Br)cc2)cc(-c2cccn2C)c(C#N)c1=O | 112 | 102 | 96 | 98 | 105 | 101 | 114 | 106 | 113
COc1ccc(-c2cc(-c3cn(-c4cccc(Cl)c4)nc3-c3ccc(OC)cc3)[nH]c(=S)n2)cc1 | 96 | 33 | 83 | 70 | 95 | 100 | 87 | 78 | 86
O=C(CN1C=NC2C(N3CCOCC3)=NC=NC21)c1ccccc1 (stereo unspecified) | 102 | 104 | 103 | 104 | 103 | 106 | 118 | 100 | .
Clc1cccc(N2CCN(CCCN3CCN(c4ccccc4)CC3)CC2)c1 | 101 | 89 | 73 | 62 | 74 | 84 | . | . | 76
O=C(NC1CCOCC1)c1ccc2c(c1)CN(c1ncc(Cc3cccc(-n4cccn4)c3)s1)CC2 | 88 | 80 | 58 | 48 | 79 | 64 | . | 39 | 62
CS(=O)(=O)c1ccc(C(=S)Nc2ccc(Cl)c(-c3ccccn3)c2)c(Cl)c1 | 105 | 101 | 81 | 95 | 90 | 87 | 111 | 80 | 87
Nc1nc(-c2cccc(Br)c2)nn1-c1nc2ccccc2s1 | 97 | 101 | 95 | 100 | 101 | 102 | 106 | 98 | .
O=C(O)CCCCNC(=O)c1nc(-c2ccccc2)n(-c2ccc([N+](=O)[O-])cc2)n1 | 103 | 107 | 100 | 92 | 107 | 105 | 122 | 95 | 89
NC(=O)NN=C(C1CC1)C1CC1 | 110 | 106 | 94 | 102 | 98 | 105 | 105 | . | 109
COc1ccc(NC(=O)/C=C/c2ccc(Cl)c(Cl)c2)cn1 | 92 | 99 | 85 | 85 | 52 | 1.0* | 101 | 80 | 68
Cc1c(Cc2ccccc2)c(=O)oc2c(C)c(OCC(=O)n3nc(C#N)cc3N)ccc12 | 94 | 106 | 97 | 95 | 103 | 102 | 107 | 79 | 96
CCOC(=O)c1c(N2CCOCC2)[nH]c(=O)c(C=Nc2cccc(Cl)c2)c1O | 106 | 109 | 95 | 96 | 104 | 108 | 127 | 89 | 100
O=C(NCCN1CCNCC1)Nc1ncccc1OCc1cccc(F)c1 | 93 | 109 | 94 | 102 | 92 | 94 | 108 | 88 | 101
Cc1cc(S(=O)(=O)O)c(N)cc1N | 119 | 118 | 99 | 96 | 100 | 103 | . | 97 | 92
Cn1c(=O)c(C#N)c(-c2ccccc2)n2c(=S)n(CN3CCCCC3)nc12 | 116 | 104 | 103 | 105 | 92 | 110 | 121 | 104 | 114
O=CNc1ccc(-c2nn(-c3ccccc3)cc2/C=C2\SC(=S)NC2=O)cc1 | 96 | 76 | 100 | 64 | 65 | 102 | 100 | 71 | 108
COc1cc(C2=N/C(=C\c3cc4cc(Oc5ccccc5)ccc4nc3OC)C(=O)O2)cc(OC)c1OC | 90 | 109 | 93 | 112 | 107 | 102 | 115 | 81 | 103
COc1ccc(/C=C/C(=O)c2ccc(NC(=O)CSc3nnc(-c4cc(-c5ccc(S(N)(=O)=O)cc5)nc5ccccc45)n3-c3ccccc3)cc2)cc1 | 84 | 95 | 98 | 86 | 97 | 101 | 107 | 80 | 94
CC1(C)C(=O)CC[C@]2(C)[C@H]3C(=O)C=C4[C@@H]5C[C@@](C)(C(=O)NCCNCCN)CC[C@]5(C)CC[C@@]4(C)[C@]3(C)CC[C@@H]12 | 108 | 99 | 98 | 83 | 99 | 102 | 108 | 111 | 97
CCOc1ccc2c(O)csc2c1 | 110 | 108 | 97 | 109 | 101 | 104 | 108 | 98 | 103
